High-throughput results: PubChem, The Scripps Research Institute Molecular Screening Center
MITF inh: blocks human microphthalmia-associated transcription factor; O75030; AlphaScreen MITF homodimerization, bead proximity signal; inhibition, % at 2.6 µM; hit rate 0.91% among 650,000; AID 1259374; in the data active means inhibition above about 50%;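 further: 0% = vehicle wells with protein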
Target sequence (O75030 whole entry, looked up): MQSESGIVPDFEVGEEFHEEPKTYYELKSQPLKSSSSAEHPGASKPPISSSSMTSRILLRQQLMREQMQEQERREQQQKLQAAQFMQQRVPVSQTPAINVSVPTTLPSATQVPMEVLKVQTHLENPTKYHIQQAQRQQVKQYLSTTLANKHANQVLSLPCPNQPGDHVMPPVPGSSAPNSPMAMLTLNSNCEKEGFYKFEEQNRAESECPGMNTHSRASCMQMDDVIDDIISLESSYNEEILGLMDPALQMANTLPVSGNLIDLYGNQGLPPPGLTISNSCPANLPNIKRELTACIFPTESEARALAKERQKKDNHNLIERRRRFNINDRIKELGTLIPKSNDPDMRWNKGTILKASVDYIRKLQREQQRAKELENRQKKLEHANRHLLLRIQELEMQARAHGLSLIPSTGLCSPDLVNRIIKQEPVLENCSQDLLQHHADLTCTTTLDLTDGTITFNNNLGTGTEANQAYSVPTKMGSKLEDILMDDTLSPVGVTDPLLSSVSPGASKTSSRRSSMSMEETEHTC
FBW7 act: human FBW7 E3 ligase activation, primary screen | Q969H0 | AlphaScreen FBW7–phospho-cyclin E peptide binding, activator screen | normalized activity (activation), % at 26.1 µM | hit rate 0.13% among 650,000 | AID 1259310; in the data active means normalized activity above about 1.9%;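 further: purified mutant Fbw7 with reduced substrate affinity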
TEAD-YAP inh: TEAD-YAP interaction inhibition; HEK-TIYL cells, TEAD-Gal4/YAP UAS-luciferase luminescence; inhibition, % at 9.12 µM; hit rate 1.4% among 640,000; in the data active means inhibition above about 32%;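 further: 0% = median of test compound wells and 100% = reference inhibitor wells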
GPR151 ag: activates the human receptor GPR151 | AID 1508602 | PathHunter beta-arrestin GPR151 cells, luminescence | hit rate 1% among 650,000 | Q8TDV0 | activation, % at 11.2 µM; in the data active means activation above about 4.9%;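 further: 0% = median of compound wells and 100% = cells with positive control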
Target sequence (Q8TDV0 whole entry, looked up): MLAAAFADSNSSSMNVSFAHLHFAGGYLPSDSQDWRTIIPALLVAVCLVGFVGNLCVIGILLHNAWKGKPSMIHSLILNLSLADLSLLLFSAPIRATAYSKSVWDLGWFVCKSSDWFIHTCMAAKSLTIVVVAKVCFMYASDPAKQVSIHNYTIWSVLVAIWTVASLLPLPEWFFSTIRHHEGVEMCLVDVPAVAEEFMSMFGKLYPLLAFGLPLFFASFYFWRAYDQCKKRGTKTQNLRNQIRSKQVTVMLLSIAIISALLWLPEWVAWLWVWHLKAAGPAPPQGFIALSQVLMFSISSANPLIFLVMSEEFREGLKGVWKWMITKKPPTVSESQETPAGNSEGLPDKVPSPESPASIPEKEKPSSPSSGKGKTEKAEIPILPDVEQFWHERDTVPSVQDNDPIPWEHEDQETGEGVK
* = called active by the depositor.

cpd | SMILES | MITF inh | FBW7 act | TEAD-YAP inh | GPR151 ag
1 | COc1ccc(C(=O)N/N=C\c2cc(Br)cc([N+](=O)[O-])c2O)cc1OC | 21.2 | -0.7 | 15.6 | -0.1
2 | Cc1ccc(N(CC(O)Cn2c3ccccc3c3ccccc32)S(=O)(=O)c2ccccc2)cc1 (stereo unspecified) | -1.2 | 0.4 | 10.3 | 6.2*
3 | Cc1nc(CNC(=O)CCC2(Cc3ccc(Cl)cc3)CCC(=O)N2)cs1 (stereo unspecified) | -19.3 | -0.1 | -9.3 | 0.1
4 | Cn1c(=O)cc(N2CCN(C(=O)c3ccco3)CC2)[nH]c1=O | -9.3 | -0.1 | 1.4 | 0.4
5 | CCOc1cc(C(=O)OCC(=O)NC2CCCCC2C)cc(OCC)c1OCC (stereo unspecified) | -6.8 | 0.1 | -4.8 | 1.0
6 | CC(C)C1Oc2cc3oc(=O)ccc3cc2/C1=N\O (stereo unspecified) | 10.1 | 0.6 | -3.0 | -3.6
7 | O=C(Nc1nnc(-c2cccs2)s1)c1cccc(F)c1 | 6.5 | -0.1 | -40.0 | 2.3
8 | COc1nc2c(C)cccc2cc1-c1noc(C(C)C)n1 | -4.9 | -0.1 | 2.1 | 0.3
9 | O=C(CN1C(=O)C(c2ccccc2)=NC12CCCCCC2)Nc1ccccc1 | 7.4 | -0.1 | -7.4 | 0.5
10 | COc1cc([N+](=O)[O-])ccc1NC(=O)c1cc(Br)ccc1OC | 10.6 | 0.1 | -10.5 | -0.3
11 | Cc1cc2c(cc3c(=O)n(CC(=O)N4CCc5ccccc5C4)ncn32)s1 | 31.6 | 0.0 | 2.9 | -1.2
12 | Cc1ccc(-c2nnc(NCc3ccccc3)c3ccccc23)cc1 | 8.3 | -0.3 | -4.8 | 0.6
13 | O=C1OC(c2ccccc2Cl)=N/C1=C\c1ccccc1OCc1ccc(Cl)cc1 | 9.8 | 0.0 | -6.0 | 0.5
14 | CCc1nn(CC(=O)N2CCN(CC)CC2)c(=O)c2cccn12 | -8.1 | 0.0 | 1.8 | -0.1
15 | COc1cccc(N2CCN(CC(=O)NCc3cccs3)CC2)c1 | 2.7 | -0.2 | -6.5 | -1.0

(listing goes on)
cpd | SMILES | MITF inh | FBW7 act | TEAD-YAP inh | GPR151 ag
16 | O=C(Nc1nc(-c2ccc(F)cc2)cs1)c1cccc([N+](=O)[O-])c1 | -4.8 | 0.0 | -3.3 | 0.7
17 | Cc1nnn(-c2nonc2N)c1C(=O)N/N=C/c1ccc(Br)s1 | 2.8 | 0.8 | -8.5 | -0.9
18 | COc1ccc(-c2[nH]ncc2C(=O)NCCc2ccc(Cl)cc2)cc1 | 11.9 | 0.0 | -11.2 | -0.3
19 | COc1nc(NCCO)nc(Nc2ccccc2F)n1 | 3.8 | -0.1 | -37.6 | 0.2
20 | CCN(CC)S(=O)(=O)c1ccc(Cl)c(C(=O)Nc2cccnc2)c1 | -6.7 | 0.0 | 3.9 | -0.2
21 | O=C(CN1CCN(Cc2ccc(Cl)cc2)C1=O)NCc1cccnc1 | -6.9 | -0.1 | -4.6 | -0.8
22 | CC1CCCC(C)N1C(=O)Cc1cccs1 (stereo unspecified) | 1.4 | 0.2 | -5.6 | 1.7
23 | O=C(/C=C/c1cccc([N+](=O)[O-])c1)N(O)c1ccc(Cl)cc1 | -7.3 | -0.1 | -25.0 | -2.0
24 | Cc1ccc(-c2cc(C(=O)NC(C)(C)C)c3ccccc3n2)c(C)c1 | 7.6 | -0.1 | -8.9 | -1.5
25 | Cc1ccc(S(=O)(=O)N2CCN(c3ccnc4cc(Cl)ccc34)CC2)cc1 | 13.4 | 0.3 | -0.6 | 0.0
26 | CCOc1ccc2c(c1)nc(NCCCO)n2Cc1ccccc1 | 18.5 | 0.1 | -14.3 | -0.7
27 | O=C(NCc1cccc(C(F)(F)F)c1)c1cnc(N2CCc3ccccc3C2)s1 | 5.6 | 0.0 | -3.2 | 3.4
28 | Nc1ccc(-c2nc3ccc([N+](=O)[O-])cc3[nH]2)cc1 | 5.8 | 0.1 | -53.0 | -0.3
29 | COCCCNC(=O)c1ccc2c(c1)ncn2-c1ccccc1 | -2.9 | -0.1 | -21.1 | -0.7
30 | Cc1nnc(NC(=O)COC(=O)CSc2nc3ccccc3o2)s1 | -0.8 | 0.0 | 3.6 | -0.7

20 entries from above, with two lines to a compound:
The line under a structure holds: MITF inh | FBW7 act | TEAD-YAP inh | GPR151 ag
8) COc1nc2c(C)cccc2cc1-c1noc(C(C)C)n1
    -4.9 | -0.1 | 2.1 | 0.3
9) O=C(CN1C(=O)C(c2ccccc2)=NC12CCCCCC2)Nc1ccccc1
    7.4 | -0.1 | -7.4 | 0.5
10) COc1cc([N+](=O)[O-])ccc1NC(=O)c1cc(Br)ccc1OC
    10.6 | 0.1 | -10.5 | -0.3
11) Cc1cc2c(cc3c(=O)n(CC(=O)N4CCc5ccccc5C4)ncn32)s1
    31.6 | 0.0 | 2.9 | -1.2
12) Cc1ccc(-c2nnc(NCc3ccccc3)c3ccccc23)cc1
    8.3 | -0.3 | -4.8 | 0.6
13) O=C1OC(c2ccccc2Cl)=N/C1=C\c1ccccc1OCc1ccc(Cl)cc1
    9.8 | 0.0 | -6.0 | 0.5
14) CCc1nn(CC(=O)N2CCN(CC)CC2)c(=O)c2cccn12
    -8.1 | 0.0 | 1.8 | -0.1
15) COc1cccc(N2CCN(CC(=O)NCc3cccs3)CC2)c1
    2.7 | -0.2 | -6.5 | -1.0
16) O=C(Nc1nc(-c2ccc(F)cc2)cs1)c1cccc([N+](=O)[O-])c1
    -4.8 | 0.0 | -3.3 | 0.7
17) Cc1nnn(-c2nonc2N)c1C(=O)N/N=C/c1ccc(Br)s1
    2.8 | 0.8 | -8.5 | -0.9
18) COc1ccc(-c2[nH]ncc2C(=O)NCCc2ccc(Cl)cc2)cc1
    11.9 | 0.0 | -11.2 | -0.3
19) COc1nc(NCCO)nc(Nc2ccccc2F)n1
    3.8 | -0.1 | -37.6 | 0.2
20) CCN(CC)S(=O)(=O)c1ccc(Cl)c(C(=O)Nc2cccnc2)c1
    -6.7 | 0.0 | 3.9 | -0.2
21) O=C(CN1CCN(Cc2ccc(Cl)cc2)C1=O)NCc1cccnc1
    -6.9 | -0.1 | -4.6 | -0.8
22) CC1CCCC(C)N1C(=O)Cc1cccs1 (stereo unspecified)
    1.4 | 0.2 | -5.6 | 1.7
23) O=C(/C=C/c1cccc([N+](=O)[O-])c1)N(O)c1ccc(Cl)cc1
    -7.3 | -0.1 | -25.0 | -2.0
24) Cc1ccc(-c2cc(C(=O)NC(C)(C)C)c3ccccc3n2)c(C)c1
    7.6 | -0.1 | -8.9 | -1.5
25) Cc1ccc(S(=O)(=O)N2CCN(c3ccnc4cc(Cl)ccc34)CC2)cc1
    13.4 | 0.3 | -0.6 | 0.0
26) CCOc1ccc2c(c1)nc(NCCCO)n2Cc1ccccc1
    18.5 | 0.1 | -14.3 | -0.7
27) O=C(NCc1cccc(C(F)(F)F)c1)c1cnc(N2CCc3ccccc3C2)s1
    5.6 | 0.0 | -3.2 | 3.4

(continued)
cpd | SMILES | MITF inh | FBW7 act | TEAD-YAP inh | GPR151 ag
31 | COCCn1cc(C(=O)NCc2ccccc2OC)c2c3ccccc3n(C)c2c1=O | -5.8 | 0.7 | 5.2 | 0.6
32 | CCCCNS(=O)(=O)c1ccc(S(=O)(=O)N2CCCC(c3ccccc3)C2)cc1 (stereo unspecified) | 30.6 | -0.1 | -2.8 | 1.1
33 | Cc1ccc(C(=O)N/N=C\c2c[nH]c3ccccc23)o1 | 12.9 | 0.1 | -20.9 | -1.9
34 | COC(=O)c1c(C)oc2cc(Br)c(OCC(=O)C(C)(C)C)cc12 | 7.8 | 0.0 | 2.7 | -0.4
35 | COC(=O)c1ccc(C(=O)OC)c(NC(=O)c2cc(OC)c(OC)cc2[N+](=O)[O-])c1 | 2.1 | -0.1 | 7.6 | -1.7
36 | O=C(Cc1cn(-c2ccc(Nc3ccccc3)nn2)c2ccccc12)NCCc1ccc(O)cc1 | 8.1 | 0.1 | -8.2 | 2.4
37 | O=C(CN1C(=O)c2ccccc2C1=O)N1CCCCC1 | -10.9 | 0.1 | -2.4 | 0.1
38 | CCCC(=O)Nc1ccc(NC(=O)CSc2nnc(-c3ccncc3)n2C)cc1 | 2.4 | -0.1 | -3.4 | -1.0
39 | COc1cc(/C=C(\C#N)C(=O)C(C)(C)C)ccc1O | -0.6 | 0.0 | 7.7 | -1.6
40 | Cc1ccc(/C=N/N(C)C2=NS(=O)(=O)c3ccccc32)o1 | -0.3 | 0.1 | -9.4 | -0.9
41 | O=C(CN1C(=O)c2ccccc2C1=O)NCCN1CCOCC1 | -6.9 | 0.1 | -6.8 | 1.5
42 | CC1(C)C(C=C(Cl)Cl)C1C(=O)NNC(=O)c1ccc([N+](=O)[O-])cc1Cl (stereo unspecified) | 3.1 | -0.1 | -0.8 | -0.5
43 | Cc1ccc(-n2c(C)cc(/C=C3\NC(=O)N(c4ccccc4)C3=O)c2C)nc1 | 14.2 | 0.5 | 8.8 | 1.6
44 | CCC(=O)NCCCNc1nc2c(C)cc(C)cc2cc1C#N | 2.4 | 0.5 | 0.0 | -1.1
45 | CCOC(=O)c1c(NC(=O)CSc2nnc(CNC(=O)c3ccc(C)c(C)c3)n2-c2cccc(C)c2)sc2c1CCC2 | 13.4 | 0.1 | 14.5 | 0.3

The results go on.
cpd | SMILES | MITF inh | FBW7 act | TEAD-YAP inh | GPR151 ag
46 | c1cnc(N2CCN(Cc3cccc4ccccc34)CC2)nc1 | 44.9 | 0.2 | -3.9 | 0.3
47 | CCC(=O)N(Cc1cccnc1)Cc1cc2cc3c(cc2[nH]c1=O)OCCO3 | -10.9 | -0.2 | -0.6 | -0.9
48 | Cc1ccccc1C(=O)Nc1ccc(-c2nnn(CC(=O)NCc3ccc(F)cc3)n2)cc1 | 3.5 | -0.1 | -10.9 | 0.1
49 | COc1ccc(/C=C2/C(=N)N3C(=NC2=O)SN=C3S(=O)(=O)CC(C)C)cc1OC | 15.4 | 0.3 | -2.0 | -0.1
50 | Cc1ccc(C2C=C(c3ccc(C(C)C)cc3)Nc3nnnn32)cc1 (stereo unspecified) | 12.2 | 0.0 | -3.9 | 2.0
51 | COc1ccc(O)c(C=Nc2ccc(Cl)cc2)c1 | 51.1* | 0.4 | -6.2 | 3.9
52 | CC1CCCC(C)N1C(=O)COC(=O)c1cc(F)c(F)cc1Cl (stereo unspecified) | -13.0 | -0.1 | 14.6 | -1.2
53 | Cc1ccccc1OCC(=O)Nc1ccc(F)cc1 | -1.1 | 0.1 | -72.8 | -0.9
54 | O=c1oc(/C=C/c2ccc([N+](=O)[O-])s2)nc2ccccc12 | 44.5 | -0.1 | -1.6 | 0.1
55 | Cc1cc(Br)ccc1NS(=O)(=O)c1c[nH]c(=O)[nH]c1=O | 10.9 | 0.7 | -1.1 | 4.0
56 | O=[N+]([O-])c1c(Nc2ccc(F)c(Cl)c2)ccc2nonc12 | 20.5 | 0.2 | 3.0 | -0.4
57 | N#Cc1c(-c2ccco2)nc(SCC(=O)Nc2cccc(Cl)c2)[nH]c1=O | 9.4 | 0.4 | 2.8 | -1.2
58 | O=C(O)c1ccc(S(=O)(=O)N2CCCC3CCCCC32)cc1 (stereo unspecified) | 2.8 | -0.2 | -5.6 | 1.1
59 | Cc1ccc(-c2c(C)c(C)nc(N)c2C#N)o1 | -1.6 | 0.0 | -14.4 | -0.6
60 | COc1ccc(-n2nc3c(c2NC(=O)c2cccc(F)c2)CS(=O)(=O)C3)cc1 | -3.5 | 0.1 | -1.4 | 0.4

More structures
cpd | SMILES | MITF inh | FBW7 act | TEAD-YAP inh | GPR151 ag
61 | Cc1ncc2c(c1CNC(=O)CCOc1ccccc1)CCN(CC1CC=CCC1)C2 (stereo unspecified) | -2.3 | 0.5 | 5.5 | -1.2
62 | CCN(CC)CC(=O)Nc1c(C(=O)OC)[nH]c2ccc(Br)cc12 | -17.9 | -0.3 | -13.8 | 0.1
63 | CS(=O)(=O)N1CC=C[C@H]1C(=O)NC1CCCCC1 | 8.7 | 0.0 | -3.4 | -0.3
64 | N#Cc1c(-c2ccccc2)[nH]c(=O)[nH]c1=O | -0.3 | 0.1 | 0.4 | 0.0
65 | CCN(CC)S(=O)(=O)c1ccc(C(=O)Nc2cccc(-c3nc4ccccc4[nH]3)c2)cc1 | 15.4 | -0.1 | -7.6 | -1.4
66 | O=C(Nc1cccc([N+](=O)[O-])c1)c1ccccc1C(=O)c1ccccc1 | -0.2 | -0.1 | 1.7 | -0.3
67 | CC1CNC(=O)N(CC(=O)NCc2ccc(Cl)cc2)C1=O (stereo unspecified) | 10.9 | 0.1 | -1.6 | -1.3
68 | O=C(c1ccccc1)c1ccc(NC(=O)c2scc3c2CCCC3)cc1 | 15.2 | 0.4 | -30.2 | -1.5
69 | CCN(CC)C(=O)COc1c(C(=O)OC)ccc2oc(=O)cc(C)c12 | 8.1 | -0.1 | 3.4 | 2.1
70 | CCN(C(=O)c1ccc([N+](=O)[O-])cc1Cl)c1ccccc1 | 1.1 | -0.3 | -10.2 | -0.9
71 | Cc1cc(NS(=O)(=O)c2ccccc2)cc(C)c1O | -8.7 | 0.1 | -2.5 | -0.5
72 | Cc1cccc(CN2CCC(N3CCC(C(=O)NCCOC(C)C)CC3)CC2)n1 | -12.6 | -0.1 | 7.7 | 0.2
73 | CC(C)ONC(=O)Nc1ccc([N+](=O)[O-])cc1 | -6.1 | -0.1 | -0.3 | -2.4
74 | CC(C)(C)c1[nH]nc2c1C(c1c(F)cccc1F)C(C#N)=C(N)O2 (stereo unspecified) | 6.3 | 0.0 | 9.0 | 0.6
